Assay outcomes: PubChem BioAssay, National Center for Advancing Translational Sciences (NCATS)
hERG WT inh: inhibitors of human wildtype KCNH2 potassium channel; Q12809; U2OS, BacMam KCNH2, thallium flux FluxOr; hits give low values; activity change, % at 1.84 µM; hit rate 0.37% among 340,000; AID 720551;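 active = maximum activity change below -70%; inconclusive = maximum activity change between -70% and -50%; inactive = maximum activity change above -50%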; also: % is scaled to controls: 0 for no effect and ±100 for the full control effect
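U2OS cells were transduced with wild-type KCNH2 virus (2.03 x 10^8 / mL) for 4 h at room temperature, then cultured overnight at 37 C. Thallium flux was read with FluxOr dye. Rate constants were normalized to DMSO controls.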
TRPV1 agonist: agonists of human vanilloid receptor 1 (TRPV1); TRPV1-expressing cells, Fluo-8 calcium influx, agonist mode; hit rate 0.19% among 320,000; AID 540275; activation, % at 8.33 µM; in the data active = activation above about 80%; inconclusive = between about 30% and that limit; also: 0% is about no effect
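Fluo-8 calcium influx in TRPV1-expressing cells, kinetic read (ex 480/em 520 nm). Compound added and read 3 min for agonist activity, followed by capsaicin at EC20 final and 2 min further read for enhancement.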
Coupling enz: inhibits coupling enzyme system, counter-screen for aldolase hits; coupling enzyme system counterscreen, AmpLite Red fluorescence; activity change, negative = inhibition, % at 58.2 µM, hits read low; hit rate 0.67% among 290,000; AID 2472; in the data active = activity change below about -30%; also: % is scaled to controls: 0 for no effect and ±100 for the full control effect
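Final compound at 57.5 uM, incubated 10 min at RT with coupling enzyme reagent (glyceraldehyde-3-phosphate), then 20 min with substrate and AmpLite Red detection. Fluorescence read at 525/598 nm; tests interference with the coupling assay, not aldolase inhibition.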
KCNH2 3.1 block: KCNH2 3.1 (human) potassium channel inhibition; activity change, % (tested at about 1.8 µM); U2OS KCNH2 3.1, thallium flux FluxOr; hits give low values; hit rate 0.95% among 340,000;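 active = maximum activity change below -70%; inconclusive = maximum activity change from -70% to -50%; inactive = maximum activity change above -50%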;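 also: thallium influx rate constant from kinetic fluorescence after stimulation buffer; % is scaled to controls: 0 for no effect and ±100 for the full control effect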
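Thallium flux via FluxOr fluorescence (Red40 quencher, 45 min loading) in U2OS cells virally expressing the KCNH2 3.1 isoform (1.77 x 10^8 /mL virus, overnight at 37 C). Rate constants from 2-min kinetic reads post-stimulation, normalised to positive and negative controls.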
Menin-MLL TR inh: menin-MLL binding inhibition, Texas Red mutant peptide; hit rate 0.23% among 270,000; AID 1768; Potency, µM (series often up to 61.6 µM), for inactives: at the top dose FP activity change, negative = inhibition, actives largely listed as inhibitors; O00255; Menin + Texas Red MLL mutant peptide, fluorescence polarization; active = well fitted inhibition curve with a large enough effect in the polarisation, with a control signal flat, not every such curve was filed as active; inconclusive = small, poorly fitted or top-dose-only effect, or effect the other way, or a change in a side signal; inactive = no such curve, though single readings can be large or run the other way; the % refers to the polarisation; also: potency is read from the fitted curve at half-maximal effect; % of control where 0% means no effect; many of its hits are not listed in these tables
USP2a inh: USP2a (human) protease inhibition | hit rate 0.01% among 330,000 | Potency, µM (top dose mostly 38.3 µM), without a hit: at the top dose activity change, negative = inhibition, usual class: inhibitors | AID 463254 | USP2 core, Ub-CHOP2 coupled fluorogenic reporter, 485/531;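 also: potency is read from the fitted curve at half-maximal effect; plate controls were DMSO wells for no effect and full inhibition by NEM control for full effect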
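Cell-free coupled assay: 10nM USP2 core preincubated 30min RT with compound in Tris-HCl pH 8.0/CaCl2/CHAPS buffer, then 25nM Ub-CHOP2 and 25nM reporter substrate; fluorescence (Ex 485/Em 531) read after 60min RT, normalized to NEM inhibition, concentration-response curves fitted.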
Giardia kill: Giardia lamblia killing. Giardia lamblia trophozoite viability. activity change, % at 7.66 µM, hits read low. hit rate 0.15% among 340,000; in the data active = activity change below about -80%; inconclusive = between about -30% and that limit;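 also: parasites exposed to compound for two days anaerobically before the ATP read; % is scaled to controls: 0 for no effect and ±100 for the full control effect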
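Giardia lamblia trophozoites (100 cells/well) were incubated with compounds for 48 h at 37 deg C under anaerobic conditions. Viability was read as ATP content by one-step luminescence after 15-30 min at room temperature.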
MLL CXXC-DNA inh: inhibitors of human MLL CXXC domain-DNA interaction; Potency, µM (highest dose often 115 µM), for the others: at the highest dose activity change, negative = inhibition, actives largely listed as inhibitors; MLL-CXXC / FITC-HOXA9 DNA fluorescence polarization; AID 2662; hit rate 0.037% among 290,000; active = well fitted inhibition curve with a large enough effect in the polarisation, with a control signal flat, not every such curve was filed as active; inconclusive = small, poorly fitted or top-dose-only effect, or effect the other way, or a change in a side signal; inactive = no such curve, though single readings can be large or run the other way; the % refers to the polarisation; also: potency is read from the fitted curve at half-maximal effect
Target sequence (Q03164 whole entry, looked up, the tested form may be a part): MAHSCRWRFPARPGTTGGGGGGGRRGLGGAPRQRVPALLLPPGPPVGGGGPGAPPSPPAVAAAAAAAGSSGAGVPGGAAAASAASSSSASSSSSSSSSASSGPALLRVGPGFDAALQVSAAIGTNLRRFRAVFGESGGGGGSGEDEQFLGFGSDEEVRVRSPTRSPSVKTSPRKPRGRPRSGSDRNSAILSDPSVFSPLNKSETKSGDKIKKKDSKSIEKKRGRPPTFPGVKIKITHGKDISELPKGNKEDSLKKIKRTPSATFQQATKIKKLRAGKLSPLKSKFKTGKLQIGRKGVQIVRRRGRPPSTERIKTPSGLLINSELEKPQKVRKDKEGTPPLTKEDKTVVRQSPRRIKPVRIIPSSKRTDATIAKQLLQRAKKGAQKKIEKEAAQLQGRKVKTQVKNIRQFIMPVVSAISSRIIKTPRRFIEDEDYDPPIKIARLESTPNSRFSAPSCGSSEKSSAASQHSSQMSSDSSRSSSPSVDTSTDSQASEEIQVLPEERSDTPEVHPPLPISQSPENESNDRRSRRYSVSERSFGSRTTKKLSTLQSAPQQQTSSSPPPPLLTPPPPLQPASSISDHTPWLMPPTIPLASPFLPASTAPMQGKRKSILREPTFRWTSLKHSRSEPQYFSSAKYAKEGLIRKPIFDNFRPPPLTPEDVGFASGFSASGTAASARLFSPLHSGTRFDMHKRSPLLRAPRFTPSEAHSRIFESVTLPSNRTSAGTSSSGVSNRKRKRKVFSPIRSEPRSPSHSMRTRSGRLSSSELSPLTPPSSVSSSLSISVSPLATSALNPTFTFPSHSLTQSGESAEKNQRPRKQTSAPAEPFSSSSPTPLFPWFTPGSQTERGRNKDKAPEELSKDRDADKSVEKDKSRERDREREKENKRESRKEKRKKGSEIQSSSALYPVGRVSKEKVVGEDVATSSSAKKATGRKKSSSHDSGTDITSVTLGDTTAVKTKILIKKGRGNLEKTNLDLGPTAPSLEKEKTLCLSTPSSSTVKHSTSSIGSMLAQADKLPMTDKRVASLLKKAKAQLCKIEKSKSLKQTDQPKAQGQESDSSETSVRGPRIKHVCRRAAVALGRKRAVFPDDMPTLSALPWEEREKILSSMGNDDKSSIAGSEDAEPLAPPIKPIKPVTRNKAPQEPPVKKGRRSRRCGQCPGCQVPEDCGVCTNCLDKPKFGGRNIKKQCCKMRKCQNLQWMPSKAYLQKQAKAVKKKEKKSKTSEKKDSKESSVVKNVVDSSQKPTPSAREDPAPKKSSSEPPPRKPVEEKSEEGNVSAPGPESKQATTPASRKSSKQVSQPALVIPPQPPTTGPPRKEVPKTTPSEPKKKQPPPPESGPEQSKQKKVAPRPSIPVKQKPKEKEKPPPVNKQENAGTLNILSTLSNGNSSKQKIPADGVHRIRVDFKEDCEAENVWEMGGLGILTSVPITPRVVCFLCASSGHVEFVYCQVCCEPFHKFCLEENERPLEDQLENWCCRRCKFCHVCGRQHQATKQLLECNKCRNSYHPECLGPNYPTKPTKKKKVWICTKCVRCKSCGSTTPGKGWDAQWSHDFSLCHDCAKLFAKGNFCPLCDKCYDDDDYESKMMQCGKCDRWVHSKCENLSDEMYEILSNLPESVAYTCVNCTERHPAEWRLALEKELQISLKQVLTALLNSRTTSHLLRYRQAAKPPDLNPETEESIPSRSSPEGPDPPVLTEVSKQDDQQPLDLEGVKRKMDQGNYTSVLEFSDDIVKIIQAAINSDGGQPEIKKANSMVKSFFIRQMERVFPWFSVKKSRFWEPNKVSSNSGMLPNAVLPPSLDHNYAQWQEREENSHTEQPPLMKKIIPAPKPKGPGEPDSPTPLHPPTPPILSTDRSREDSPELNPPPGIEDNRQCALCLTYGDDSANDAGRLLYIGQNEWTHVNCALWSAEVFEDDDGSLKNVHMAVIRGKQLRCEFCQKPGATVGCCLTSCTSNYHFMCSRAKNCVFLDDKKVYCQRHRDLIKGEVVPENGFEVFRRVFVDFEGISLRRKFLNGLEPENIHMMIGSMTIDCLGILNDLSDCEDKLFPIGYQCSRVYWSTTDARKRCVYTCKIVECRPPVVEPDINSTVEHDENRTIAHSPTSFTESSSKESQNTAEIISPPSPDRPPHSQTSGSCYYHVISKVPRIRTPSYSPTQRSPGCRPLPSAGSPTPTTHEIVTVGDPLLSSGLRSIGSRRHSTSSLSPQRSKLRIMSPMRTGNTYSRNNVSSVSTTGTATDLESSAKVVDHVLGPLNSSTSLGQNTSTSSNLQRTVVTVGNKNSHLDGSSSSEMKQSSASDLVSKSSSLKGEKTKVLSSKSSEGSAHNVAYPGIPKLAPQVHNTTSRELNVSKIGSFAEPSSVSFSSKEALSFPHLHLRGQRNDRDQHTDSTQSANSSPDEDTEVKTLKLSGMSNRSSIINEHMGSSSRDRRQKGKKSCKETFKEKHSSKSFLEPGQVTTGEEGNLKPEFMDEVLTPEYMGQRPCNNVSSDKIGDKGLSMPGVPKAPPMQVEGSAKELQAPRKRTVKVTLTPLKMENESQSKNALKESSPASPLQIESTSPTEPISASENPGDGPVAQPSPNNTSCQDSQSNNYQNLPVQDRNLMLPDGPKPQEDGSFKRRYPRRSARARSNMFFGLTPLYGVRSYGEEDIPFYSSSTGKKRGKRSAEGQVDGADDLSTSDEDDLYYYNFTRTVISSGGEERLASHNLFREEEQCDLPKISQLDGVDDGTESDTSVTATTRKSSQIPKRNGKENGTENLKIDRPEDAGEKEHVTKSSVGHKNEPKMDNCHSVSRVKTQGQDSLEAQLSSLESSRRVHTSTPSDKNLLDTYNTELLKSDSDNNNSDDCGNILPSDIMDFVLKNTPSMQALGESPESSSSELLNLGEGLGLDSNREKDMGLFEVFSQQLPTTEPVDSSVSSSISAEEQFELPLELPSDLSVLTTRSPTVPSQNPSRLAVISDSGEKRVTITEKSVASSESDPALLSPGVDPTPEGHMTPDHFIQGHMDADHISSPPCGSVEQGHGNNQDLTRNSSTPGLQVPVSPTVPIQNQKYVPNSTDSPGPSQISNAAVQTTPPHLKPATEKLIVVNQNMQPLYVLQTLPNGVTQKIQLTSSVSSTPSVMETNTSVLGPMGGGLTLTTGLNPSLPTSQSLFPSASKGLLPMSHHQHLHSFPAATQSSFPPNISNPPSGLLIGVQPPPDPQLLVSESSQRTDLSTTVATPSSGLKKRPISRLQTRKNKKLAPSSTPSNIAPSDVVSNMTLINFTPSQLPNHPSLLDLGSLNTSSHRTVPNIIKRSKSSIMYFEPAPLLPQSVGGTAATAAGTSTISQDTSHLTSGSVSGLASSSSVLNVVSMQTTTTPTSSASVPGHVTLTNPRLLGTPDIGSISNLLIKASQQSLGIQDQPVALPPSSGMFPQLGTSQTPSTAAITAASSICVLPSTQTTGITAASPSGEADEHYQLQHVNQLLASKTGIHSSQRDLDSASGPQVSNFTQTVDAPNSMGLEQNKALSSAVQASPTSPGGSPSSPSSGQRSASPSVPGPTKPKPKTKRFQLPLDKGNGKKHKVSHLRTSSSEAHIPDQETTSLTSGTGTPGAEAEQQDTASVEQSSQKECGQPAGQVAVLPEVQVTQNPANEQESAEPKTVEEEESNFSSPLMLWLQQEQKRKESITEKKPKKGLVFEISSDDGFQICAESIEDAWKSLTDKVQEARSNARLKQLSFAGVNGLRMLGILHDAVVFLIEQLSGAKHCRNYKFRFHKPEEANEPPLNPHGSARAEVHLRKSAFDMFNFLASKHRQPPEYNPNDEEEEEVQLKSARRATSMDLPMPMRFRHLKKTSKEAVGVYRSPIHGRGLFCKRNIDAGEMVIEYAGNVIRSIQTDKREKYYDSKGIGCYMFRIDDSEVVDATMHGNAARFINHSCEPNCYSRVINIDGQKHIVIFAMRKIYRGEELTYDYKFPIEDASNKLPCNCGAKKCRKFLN
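Fluorescence polarization: 7 uM MLL-CXXC (stock) preincubated 5 min with compounds, then 50 nM fluorescein-HOX-A9 DNA (stock) added; 30 min ambient. Buffer 50 mM Tris-HCl pH 7.5, 50 mM NaCl, 1 mM DTT, 0.05% BSA.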
GALK inhibitor: galactokinase (human) inhibition; P51570; Purified GALK, Kinase-Glo residual ATP luminescence; Potency, µM (highest dose often 57.5 µM), without a hit: at the highest dose activity change, negative = inhibition, most hits filed as inhibitors; hit rate 0.007% among 270,000; also: potency is read from the fitted curve at half-maximal effect; % is scaled to controls: 0 for no effect and ±100 for the full control effect
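Compounds were pin-transferred into ATP buffer (35 uM final), then GALK plus galactose (5 nM, 100 uM final) was added. After 1 h at room temperature, Kinase-Glo Plus was added and luminescence read after 10 min.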
B2AR arrestin: beta2AR (human) beta-arrestin recruitment activity; beta-arrestin recruitment to beta2AR, cell-based reporter; hit rate 0.02% among 330,000; Potency, µM (top dose mostly 46.1 µM), inactives show at the top dose activation, hits mostly activators;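 also: potency is read from the fitted curve at half-maximal effect; 0% = DMSO controls and full agonism = EC100 isoproterenol or metaproterenol; nearly all actives have a fitted effect of over 65% in size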
PKM2 act: increases activity of human pyruvate kinase M2 | P14618 | purified PKM2, Kinase-Glo ATP luminescence, activation; response scale: 0% is enzyme alone, no compound | Potency, µM (series often up to 57.5 µM), for the others: at the top dose activation, most hits filed as activators | hit rate 0.34% among 260,000 | AID 1631; also: potency is read from the fitted curve at half-maximal effect; % is scaled to controls: 0 for no effect and ±100 for the full control effect; nearly all actives have a fitted effect of over 55% in size
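hPK-M2, >95% pure; 0.1 mM ADP / 0.5 mM PEP final; imidazole pH7.2 buffer w/ 7 mM MgCl2, 50 mM KCl; 1 h RT; Kinase-Glo lum. Intermediate enzyme activity for dual inhibitor/activator qHTS.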
* marks the source's active call; other numbers are inactive results; ? = inconclusive; . = not tested or not shown; [ ] = dose if it differs, or a comment. Unless noted, calls follow the shape of the dose curve; as a rule, active = well fitted curve in the direction sought with a large enough effect; inconclusive = small, poorly fitted or top-dose-only effect, or another doubt; inactive = no such curve, though single readings can be large; an effect the other way counts as inactive or inconclusive. Only part of the results is shown, so the mix of outcomes need not match the whole.

Assay codes – A = hERG WT inh; B = TRPV1 agonist; C = Coupling enz; D = KCNH2 3.1 block; E = Menin-MLL TR inh; F = USP2a inh; G = Giardia kill; H = MLL CXXC-DNA inh; I = GALK inhibitor; J = B2AR arrestin; K = PKM2 act
> Cc1ccc(S(=O)(=O)N2CCN(C(=O)c3cc(-c4cccs4)nn3-c3ccccc3)CC2)cc1
  A = -4 | B = -1 | C = . | D = -3 | E = . | F = 3% | G = 0 | H = . | I = . | J = -0.4% | K = .

> O=C(CCNc1ccc(F)cc1)c1cccc([N+](=O)[O-])c1
  A = -9 | B = 3 | C = -1 | D = 11 | E = 1% | F = -1% | G = 5 | H = 3% | I = 1% | J = -0.2% | K = -10%

> COc1cc(-c2nc3sc(C)c(C)c3c(=O)o2)cc(OC)c1OC
  A = 0 | B = 2 | C = 0 | D = -19 | E = 17% | F = 0% | G = ? | H = -4% | I = -3% | J = -0.4% | K = 3%

> O=C1c2ccc(Cl)cc2S(=O)(=O)c2cccc(C(=O)N3CCN(c4ccc(Cl)cn4)CC3)c21
  A = -12 | B = 0 | C = . | D = ? | E = . | F = 4% | G = -13 | H = . | I = . | J = 0.4% | K = .

> CCCCc1c(C)nc2ccc(Br)cc2c1SC(N)N
  A = -4 | B = 1 | C = 4 | D = 0 | E = 9% | F = -1% | G = -22 | H = 7% | I = 0% | J = -0.4% | K = 2%

> CN(C)C(=O)CCN1CCOCC1
  A = -4 | B = 1 | C = 2 | D = 2 | E = -4% | F = 1% | G = 16 | H = 6% | I = 3% | J = -0.6% | K = -4%

> Cc1ccc(Cl)c(OCC(=O)OCC(=O)c2ccc[nH]2)c1
  A = -3 | B = . | C = . | D = -7 | E = . | F = 3% | G = 7 | H = . | I = . | J = 0.4% | K = .

> CCOC(=O)C1=C(C)N(C[C@@H]2CC[C@@H](Cc3ccc(-c4ccccc4)cc3)O2)C(=O)NC1c1ccc(SCc2ccco2)c([N+](=O)[O-])c1 (stereo partly specified)
  A = 5 | B = . | C = . | D = -9 | E = . | F = -9% | G = -22 | H = . | I = . | J = 0.5% | K = .

> COc1ccccc1NC(=O)CSc1ccc2nnc(-c3ccccn3)n2n1
  A = -10 | B = 0 | C = 1 | D = -2 | E = -9% | F = 2% | G = 24 | H = -2% | I = 0% | J = -0.8% | K = -1%

> O=C(COC(=O)c1cccnc1Cl)Nc1ccc2c(c1)OCCO2
  A = 0 | B = 8 | C = 0 | D = -4 | E = 0% | F = 6% | G = -8 | H = -1% | I = -1% | J = 0.1% | K = 0%

Copied from above (2 entries):
Assay codes – A = hERG WT inh; B = TRPV1 agonist; C = Coupling enz; D = KCNH2 3.1 block; E = Menin-MLL TR inh; F = USP2a inh; G = Giardia kill; H = MLL CXXC-DNA inh; I = GALK inhibitor; J = B2AR arrestin; K = PKM2 act
> Cc1ccc(S(=O)(=O)N2CCN(C(=O)c3cc(-c4cccs4)nn3-c3ccccc3)CC2)cc1
  A = -4 | B = -1 | C = . | D = -3 | E = . | F = 3% | G = 0 | H = . | I = . | J = -0.4% | K = .

> O=C(CCNc1ccc(F)cc1)c1cccc([N+](=O)[O-])c1
  A = -9 | B = 3 | C = -1 | D = 11 | E = 1% | F = -1% | G = 5 | H = 3% | I = 1% | J = -0.2% | K = -10%

Going on with the list:
Assay codes – A = hERG WT inh; B = TRPV1 agonist; C = Coupling enz; D = KCNH2 3.1 block; E = Menin-MLL TR inh; F = USP2a inh; G = Giardia kill; H = MLL CXXC-DNA inh; I = GALK inhibitor; J = B2AR arrestin; K = PKM2 act
> Cc1ccc(S(=O)(=O)Nc2nc(C)c(NC(=O)Nc3ccc(Cl)cc3Cl)s2)cc1
  A = 5 | B = -1 | C = 7 | D = . | E = ? | F = -2% | G = 10 | H = -8% | I = -6% | J = 2.4% | K = 2%

> COc1ccc(NC(=O)c2ccc3c(c2)C(=O)N(CC2CCCO2)C3=O)cc1 (stereo unspecified)
  A = -2 | B = 5 | C = 1 | D = -17 | E = 29% | F = 3% | G = 36[activator] | H = -1% | I = -1% | J = -0.3% | K = 1%

> COc1ccc(-c2c(C#Cc3ccsc3)c3ccccc3n2C)cc1
  A = 1 | B = 9 | C = -1 | D = -15 | E = 21% | F = 0% | G = -24 | H = 11% | I = . | J = -1.0% | K = -1%

> CC(=O)N1CCc2cc(S(=O)(=O)Nc3ccc(C)cc3C)ccc21
  A = . | B = 1 | C = -1 | D = 5 | E = ? | F = 0% | G = 6 | H = -3% | I = 3% | J = -1.0% | K = .

> CCN(CC)S(=O)(=O)c1ccc(F)c(C(=O)NCCC(C)C)c1
  A = -11 | B = 18 | C = -3 | D = 7 | E = 5% | F = 3% | G = -1 | H = -3% | I = -1% | J = -0.5% | K = -6%

> COC(=O)c1ccc(CSc2n[nH]c(-c3ccccc3)n2)o1
  A = . | B = 10 | C = 0 | D = -9 | E = 15% | F = 1% | G = 3 | H = ? | I = 3% | J = 0.5% | K = -14%

> O=[N+]([O-])c1cccc(/C=N/Nc2cc(N3CCOCC3)ncn2)c1
  A = -5 | B = 0 | C = -1 | D = -1 | E = 1% | F = 0% | G = -7 | H = -1% | I = -1% | J = 0.2% | K = .

> COC(=O)CNC(=O)c1cc(OC)cc(OC)c1
  A = -4 | B = 1 | C = 1 | D = -27 | E = -5% | F = 2% | G = 30[activator] | H = -10% | I = 0% | J = 0.0% | K = 3%

> CCc1cc(C(c2ccncc2)N2CCN(C)CC2)c(NC(=O)c2ccccc2)s1 (stereo unspecified)
  A = 0 | B = -7 | C = 2 | D = -8 | E = -9% | F = 3% | G = -3 | H = -3% | I = . | J = 5.7% | K = 0%

> CCOCC(=O)Nc1nc2ccc(S(C)(=O)=O)cc2s1
  A = 3 | B = 1 | C = 2 | D = -12 | E = -26% | F = 0% | G = -17 | H = -3% | I = -1% | J = 0.4% | K = -8%

Structures shown so far that have two or more sulfur atoms:
Assay codes – A = hERG WT inh; B = TRPV1 agonist; C = Coupling enz; D = KCNH2 3.1 block; E = Menin-MLL TR inh; F = USP2a inh; G = Giardia kill; H = MLL CXXC-DNA inh; I = GALK inhibitor; J = B2AR arrestin; K = PKM2 act
> Cc1ccc(S(=O)(=O)N2CCN(C(=O)c3cc(-c4cccs4)nn3-c3ccccc3)CC2)cc1
  A = -4 | B = -1 | C = . | D = -3 | E = . | F = 3% | G = 0 | H = . | I = . | J = -0.4% | K = .

> Cc1ccc(S(=O)(=O)Nc2nc(C)c(NC(=O)Nc3ccc(Cl)cc3Cl)s2)cc1
  A = 5 | B = -1 | C = 7 | D = . | E = ? | F = -2% | G = 10 | H = -8% | I = -6% | J = 2.4% | K = 2%

> CCOCC(=O)Nc1nc2ccc(S(C)(=O)=O)cc2s1
  A = 3 | B = 1 | C = 2 | D = -12 | E = -26% | F = 0% | G = -17 | H = -3% | I = -1% | J = 0.4% | K = -8%

Going on with the list.
Assay codes – A = hERG WT inh; B = TRPV1 agonist; C = Coupling enz; D = KCNH2 3.1 block; E = Menin-MLL TR inh; F = USP2a inh; G = Giardia kill; H = MLL CXXC-DNA inh; I = GALK inhibitor; J = B2AR arrestin; K = PKM2 act
> CCCc1cc(N2CCCC(C(=O)NCc3ccc4c(c3)OCO4)C2)n2ncnc2n1 (stereo unspecified)
  A = 5 | B = -4 | C = 1 | D = -5 | E = 8% | F = 0% | G = 3 | H = -5% | I = 0% | J = -0.4% | K = -2%

> COc1ccc(C(=O)OC(C)C(=O)NCC2CCCCC2)cc1S(=O)(=O)N1CCOCC1 (stereo unspecified)
  A = -4 | B = 0 | C = . | D = -19 | E = . | F = 1% | G = -4 | H = . | I = . | J = -0.6% | K = .

> CC(=NCC1CCCO1)c1c(O)[nH]c(=O)[nH]c1=O (stereo unspecified)
  A = 2 | B = 0 | C = 2 | D = -1 | E = -11% | F = 0% | G = 2 | H = 2% | I = 3% | J = 0.2% | K = 1%

> CSc1nc2n(n1)C(c1cccs1)C1=C(CCCC1=O)N2 (stereo unspecified)
  A = -10 | B = -2 | C = 3 | D = 11 | E = 5% | F = 10% | G = -4 | H = -3% | I = 1% | J = -0.9% | K = 0%
